# Screening data: PubChem, National Center for Advancing Translational Sciences (NCATS)
# USP1 inh – USP1/UAF1 (human) deubiquitinase inhibition | AID 743255 | Potency, µM (highest dose often 57.1 µM), without a hit: at the highest dose activity change, negative = inhibition, most hits filed as inhibitors | recombinant USP1/UAF1, Ub-Rhodamine cleavage fluorescence | 0.23% of 390,000 active | O94782; further: potency means the concentration at half of the fitted maximal effect; on the % scale 0 is the no-effect control and ±100 the full control effect; nearly all actives have a fitted effect of over 60% in size; inactives centre near -12
#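 Step one: compound is pinned into 1nM USP1/UAF1 in HEPES pH 7.8 buffer with TCEP. Step two: 15 min room-temperature incubation. Step three: Ub-Rho (150nM final) starts cleavage, tracked by fluorescence over six one-minute reads.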
# PI4K2A block – PI4K2A (human) kinase inhibition; Q9BTU6; purified PI4K2A, ADP-Glo luminescence, 1 h; active compounds read low; activity change, negative = inhibition, % at 76.9 µM; 0.13% of 420,000 active; AID 1346378; in the data active means activity change below about -50%; inconclusive means mostly about -30% to -49%;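 further: -100% = wells without enzyme as full effect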
# Target sequence (Q9BTU6 whole entry, looked up): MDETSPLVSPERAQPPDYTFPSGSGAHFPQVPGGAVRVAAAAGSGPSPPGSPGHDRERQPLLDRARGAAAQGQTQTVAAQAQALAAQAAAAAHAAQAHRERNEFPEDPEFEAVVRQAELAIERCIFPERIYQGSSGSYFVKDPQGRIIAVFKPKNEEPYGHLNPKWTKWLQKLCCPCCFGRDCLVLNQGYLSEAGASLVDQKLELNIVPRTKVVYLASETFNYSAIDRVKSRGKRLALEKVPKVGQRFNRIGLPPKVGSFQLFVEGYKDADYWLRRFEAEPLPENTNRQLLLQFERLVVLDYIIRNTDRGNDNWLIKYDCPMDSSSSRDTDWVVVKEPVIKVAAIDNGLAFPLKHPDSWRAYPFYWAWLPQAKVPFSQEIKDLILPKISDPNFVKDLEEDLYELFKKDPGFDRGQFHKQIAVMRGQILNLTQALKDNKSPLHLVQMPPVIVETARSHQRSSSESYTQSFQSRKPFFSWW
#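 PI4K2A activity was measured by ADP-Glo luminescence: enzyme (4 ug/mL stock) and phosphatidylinositol (1.2 mM stock) in Tris pH 7.5/MgCl2/EGTA/Triton X-100 buffer were reacted with ATP (300 microM stock) for one hour at ambient temperature.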
# Vif-APOBEC3F blk – inhibitors of Vif-A3F interaction; HeLa A3F-eYFP + Vif (tagged APOBEC3F with the HIV-1 protein that degrades it), YFP fluorescence increase; Potency, µM (doses to about 46.1 µM), without a hit: at the highest dose activity, negative = active; 0.2% of 390,000 active; further: potency means the concentration at half of the fitted maximal effect; % of control where 0% means no effect; nearly all actives have a fitted effect of over 65% in size
#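 HeLa cells stably expressing Vif plus C-terminally eYFP-tagged A3F were seeded, incubated overnight at 37 deg C, dosed with compound, incubated overnight again at 37 deg C. Yellow fluorescence (Ex 488/Em 500-530) reported blocked Vif-mediated A3F-eYFP degradation.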
# IDH1 R132H inh – blocks human mutant IDH1 R132H enzyme; AID 602179; Potency, µM (series often up to 76.6 µM), for inactives: at the highest dose activity change, negative = inhibition, actives largely listed as inhibitors; IDH1-R132H enzyme, NADPH consumption, diaphorase/resazurin fluorescence; O75874; 0.093% of 390,000 active; further: potency means the concentration at half of the fitted maximal effect; on the % scale 0 is the no-effect control and ±100 the full control effect; nearly all actives have a fitted effect of over 65% in size
# Target sequence (O75874 whole entry R132H, stated change not applied): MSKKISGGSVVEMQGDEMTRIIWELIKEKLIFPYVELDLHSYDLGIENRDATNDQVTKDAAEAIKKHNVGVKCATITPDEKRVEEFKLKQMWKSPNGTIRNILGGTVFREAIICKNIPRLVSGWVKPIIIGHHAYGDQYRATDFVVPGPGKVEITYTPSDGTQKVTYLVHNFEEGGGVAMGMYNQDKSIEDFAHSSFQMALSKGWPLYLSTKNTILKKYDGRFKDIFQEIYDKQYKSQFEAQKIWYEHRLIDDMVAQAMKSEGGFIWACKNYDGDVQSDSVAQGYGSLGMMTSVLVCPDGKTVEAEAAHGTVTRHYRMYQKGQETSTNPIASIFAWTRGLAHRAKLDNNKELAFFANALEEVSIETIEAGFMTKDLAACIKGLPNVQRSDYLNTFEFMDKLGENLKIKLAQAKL
#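 IDH1-R132H (0.5 ug/mL dispensed) in pH 7.5 Tris buffer was preincubated 30 min with compound, then given a substrate mix of 0.016 mM NADPH and 2 mM alpha-KG for 80 min at room temperature; remaining NADPH was read by diaphorase/resazurin fluorescence.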
# RXFP1 agonist – RXFP1 (human) receptor agonism; Q9HBX9; 0.3% of 370,000 active; AID 2676; HEK293T-RXFP1 cAMP TR-FRET, 30 min; response scale: percent of porcine relaxin response, buffer zero; Potency, µM (doses to about 57.5 µM), without a hit: at the highest dose activation, actives largely listed as activators; further: potency means the concentration at half of the fitted maximal effect; on the % scale 0 is the no-effect control and ±100 the full control effect; nearly all actives have a fitted effect of over 60% in size; many of its hits are not listed in these tables
#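 cAMP rise read by TR-FRET after 30 min, 37C compound exposure (up to 58 uM) in RXFP1-transfected HEK293 cells with Ro 20174 present. EC50 from Hill-equation fits, with 29 nM porcine relaxin as 100% and buffer as basal.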
# LDHA block – blocks human lactate dehydrogenase A | P00338 | purified LDHA, NADH/diaphorase-resazurin fluorescence; active compounds read low | activity change, % (values are at about 110 or 230 µM) | 0.15% of 480,000 active; in the data active means activity change below about -30%; inconclusive means mostly about -25% to -30%;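 further: plate controls were DMSO wells for no effect and wells without enzyme for full effect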
#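 Human LDH5 (2 nM) was incubated with 0.06 mM NADH and 0.2 mM pyruvate for 5 min at room temperature in Tris pH 7.4. Remaining NADH was coupled through diaphorase/resazurin, and resorufin fluorescence was read at 0 and 20 min.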
# Vif-A3G inh – blocks the Vif interaction with human APOBEC3G. Q9HC16. HeLa A3G-eYFP + Vif (tagged APOBEC3G with the HIV-1 protein that degrades it), YFP fluorescence, overnight. Potency, µM (doses to about 46.1 µM), for inactives: at the top dose activity, negative = active, usual class: inhibitors. 0.076% of 410,000 active. AID 602310;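 further: potency means the concentration at half of the fitted maximal effect; on the % scale 0 is the no-effect control and ±100 the full control effect; nearly all actives have a fitted effect of over 60% in size; hits raise eYFP signal because A3G escapes Vif-driven loss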
#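 Read-out is eYFP fluorescence (Ex 488/Em 500-530) from Vif-expressing HeLa A3G-eYFP cells; more signal means A3G escaped Vif-mediated degradation. Cells plated overnight, compound pinned in, incubated overnight at 37 deg C.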
# Glioma ERSR ind – inducers of ER stress response in human glioma cells; 0.02% of 420,000 active; U87-MG GRP78 promoter luciferase reporter, 16 h; Potency, µM, inactives show at the highest dose activation, usual class: activators; further: potency means the concentration at half of the fitted maximal effect; series mostly up to about 76 µM; % of control where 0% means no effect; nearly all actives have a fitted effect of over 35% in size
#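 ERSR induction read as luciferase luminescence (Bright-Glo, 10 min at room temperature) in stably transfected human U87-MG glioma cells exposed to compounds for 16 h, using GRP78 as sensor.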
# TrxR1 substrate – is turned over as a substrate by rat TrxR1; O89049; purified TrxR1 substrate turnover, NADPH consumption readout; Potency, µM (top dose mostly 114 µM), inactives show at the highest dose activity change, negative = substrate turnover; 0.01% of 390,000 active; AID 588456; further: potency means the concentration at half of the fitted maximal effect; on the % scale 0 is the no-effect control and ±100 the full control effect; nearly all actives have a fitted effect of over 50% in size
#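 Rat TrxR1, dispensed at 90 nM, was prereduced with 400 uM NADPH (final) for 5 min at ~22 deg C, then incubated with compound 15 min before 400 uM selenite. A first-read NADPH fluorescence drop versus no-compound background flagged substrates.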
# * = called active by the depositor; u = inconclusive; x = not tested or not shown; & = joins results of further samples; [ ] = remark or other dose. Unless noted, the call rests on the fitted dose curve; in most records, active means well fitted curve in the direction sought with a large enough effect; inconclusive means small, poorly fitted or top-dose-only effect, or another doubt; inactive means no such curve, though single readings can be large; an effect the other way counts as inactive or inconclusive. A portion of the library; rates above refer to the full screens.
SMILES,USP1 inh,PI4K2A block,Vif-APOBEC3F blk,IDH1 R132H inh,RXFP1 agonist,LDHA block,Vif-A3G inh,Glioma ERSR ind,TrxR1 substrate
CCc1ccc(NC(=O)c2sc3nc(C)cc(C)c3c2NC(=O)c2ccccc2OC)cc1,-24%,-19,-3%,2%,u,1,1%,3%,16%
O=C(CN1C(=O)C2(SCC(=O)N2c2ccc(F)cc2)c2ccccc21)NCCc1ccccc1 (stereo not drawn),-13%,0,8%,1%,-4.1%,-6,-3%,-3%,-4%
Cc1ccc(S(=O)(=O)N(C)CC(=O)OCC(=O)Nc2ccccc2)cc1,-9%,3,-10%,0%,-0.2%,0,3%,-2%,-7%
Cc1c(NS(=O)(=O)c2ccc3nc(COc4ccccc4Cl)[nH]c3c2)c(=O)n(-c2ccccc2)n1C,-24%,5,-5%,-1%,-0.6%,0,-8%,-4%,-3%
Cc1ccc(NC(=O)N2CCCC2C(=O)Nc2nnc(C(C)C)s2)cc1 (stereo not drawn),-18%,-3,1%,-2%,-4.8%,-4,-7%,1%,-1%[57.1 µM]
COc1ccc(CC(=S)N2CCOCC2)cc1F,-18%,-1,1%,4%,0.3%,-2,-4%,-3%,-7%
Cc1ccccc1NC(=O)CSc1nc2cc3c(cc2cc1C)CCC3,-13%,-1,-13%,-2%,4.2%,-3,u,-3%,7%[57.1 µM]
CN(CC(=O)NCc1ccc(F)cc1)S(=O)(=O)c1cccc2nsnc12,-13%,1,-8%,-9%,0.6%,-12,4%,-5%,0%
CCN(CC)S(=O)(=O)c1ccc2c(c1)c(=O)c(C(=O)NCc1ccccc1Cl)cn2C,-14%,2,-25%,-7%,1.1%,-2,u,-1%,6%
N#CC[C@H](Cc1ccccc1)N1CC[C@@H](O)CCC1=O,-18%,3,-6%,0%,-0.5%,-3,0%&-1%,-3%&-4%,-1%&6%
CCCNC(=O)c1ccc2c(c1)CCN2S(C)(=O)=O,5%,2,-24%,13%,-0.9%,-11,-1%,-3%,0%[57.1 µM]
COc1ccc(/C=C/c2nc3cc(-c4ccccc4)ccc3o2)cc1O,-2%,3,6%,-1%,4.4%,-2,-6%,-5%,17%
Cc1nn(C)cc1C(C)NC(=O)c1cc(COc2cccc3cnccc23)on1 (stereo not drawn),-6%,10,-12%,0%,-1.2%,4,1%,-3%,69%[activator]
CSCc1ccc(C(=O)N2CCC(CCC(=O)N(C)Cc3ccccc3)CC2)o1,-15%,11,2%,17%,-2.5%,1,-2%,-4%,-3%
NC(N)=NC(N)=Nc1ccc(SC(F)(F)F)cc1,-6%,-1,-16%,3%,2.7%,0,-2%,-1%,-4%
COC(=O)Nc1ccc(SCC(=O)c2cccc([N+](=O)[O-])c2)cc1,-19%,-4,-2%,7%,2.0%,-1,-11%,-3%,-8%
Cc1nn(-c2ccccc2)c(Cl)c1/C=C1\SC(=S)N(C)C1=O,-3%,4,-15%,2%,2.8%,-13,1%,2%,1%
C=CCNc1nc(N2CCOCC2)c(C#N)c2c1CN(C)CC2,-11%,-9,-5%,1%,2.0%,12,-9%,-3%,23%[57.1 µM]
CSCCC(NS(=O)(=O)c1ccc2c(c1)oc(=O)n2C)C(=O)NCc1cccs1 (stereo not drawn),-15%,-1,-23%,9%,0.3%,-3,-11%,-4%,5%
OC(c1ccc(CN2CCCCC2)cc1)c1ncc(-c2ccccc2)[nH]1 (stereo not drawn),x,3,x,x,x,2,1%,0%,x
Cc1ccc(CCNC(=O)Cn2nc(-c3ccc(C)cc3)ccc2=O)cc1,4%,-1,3%,2%,-3.6%,-7,2%,-1%,0%[57.1 µM]
COCCn1ccc2c(OCC(=O)Nc3cccc(OC)c3)cccc2c1=O,-14%,-5,-6%,-3%,-0.2%,-5,-1%,-1%,2%[57.1 µM]
O=C1CCC(CCC(=O)N2CCCC(C(=O)c3cccc(C(F)(F)F)c3)C2)=NN1 (stereo not drawn),-17%,-4,11%,9%,-2.7%,-3,0%,1%,5%
NC(=O)CN1C(=O)C2C3C=CC(C3)C2C1=O (stereo not drawn),-14%,6,-2%,-7%,-1.8%,-2,2%,-3%,-1%[57.1 µM]
O=C1C2C(c3ccccc3)C=CC(c3ccccc3)C2C(=O)N1CCCO (stereo not drawn),-9%,0,-10%,6%,-1.1%,-5,-2%,-1%,14%[57.1 µM]
COc1ccccc1NC(=O)c1cnc(Nc2ccccc2OC)c2ccccc12,-18%,-6,u,4%,2.5%,4,u,-1%,103%[activator]
CCc1ccc(CCC(=O)Nc2ccc(C)c(C)c2)o1,-5%,5,1%,1%,0.3%,6,-11%,4%,-3%
COc1cccc(CNC(=O)Cc2ccc(NC(=O)N3CCCCc4ccccc43)cc2)c1OC,-2%,1,-2%,14%,-1.1%,-3,1%,1%,-4%[57.1 µM]
CC(C)NC(=O)c1ccc(CSCc2ccccc2Cl)o1,u,1,-4%,10%,2.0%,-3&4,0%,u,2%
COc1ccccc1-c1ccc(/C=N/O)o1,-5%,1,-10%,3%,2.4%,0,0%,-4%,7%[57.1 µM]
CCn1ccc2cc(OC)ccc2c1=S,-11%,0,-4%,3%,17%,-4,-4%,-5%,6%[57.1 µM]
O=C(CN1CCN(S(=O)(=O)c2ccc3c(c2)OCCO3)CC1)Nc1cccc(F)c1,-20%,0,2%,1%,0.5%,0,-4%,-1%,-3%
O=c1oc2ccc(C#CC3(O)CCCCC3)cc2cc1-n1cc(-c2ccccn2)nn1,5%,-1,-5%,-11%,x,-2,0%,-10%,10%
C=CCC1(C#N)C(=S)NC(C)=C(C(=O)OCC)C1c1ccccc1 (stereo not drawn),-17%,-9,1%,u,-0.1%,2,-2%,-3%,1%
CC1CCCCN1C(=S)NC(=O)c1ccccc1 (stereo not drawn),-1%,4,-4%,1%,1.2%,-6,0%,-1%,-4%
O=C(O)CC(c1ccccc1)n1cnnn1 (stereo not drawn),1%,9,-4%,2%,-1.8%,-3,2%,-3%,1%
CCOc1ccccc1NC(=O)c1ccc(S(=O)(=O)N2CCOCC2)cc1,-18%,0,-1%,4%,1.0%,-7,2%,0%,-4%
COc1cc(NC(=O)c2cc(OC)c(OC)c(OC)c2)c(OC)cc1NC(=O)CN1CCCCC1,-13%,-8,8%,4%,0.9%,-5,-11%,0%,-15%
CCN(c1ccccc1)S(=O)(=O)c1ccc(Oc2ccccc2)c(N)c1,-20%,-7,-6%,4%,x,-7,-1%,-2%,-3%[2.29 µM]
Cc1ccc(NC(=O)COc2ccc(/C=C3/NC(=O)NC3=O)cc2)cc1,-9%,-10,-15%,-3%,-3.3%,-13,-6%,2%,-4%
COc1cccc(NC(=S)N2CCC(NC(=O)C3CCCCC3)CC2)c1,1%,-2,-5%,7%,-0.7%,0,-1%,-6%,1%[57.1 µM]
Oc1ccccc1-c1cc(C(F)(F)C(F)F)[nH]n1,-25%,3,-4%,3%,0.1%,6,-3%,8%,-6%
Cc1cc(NC(=O)CO/N=C/c2ccc3c(c2)OCO3)ccc1Br,-8%,-10,3%,-14%,0.5%,-13,-4%,-4%,6%
CC(=O)Nc1ccc(S(=O)(=O)N2CCC3(CC2)OCCO3)cc1,-24%,0,-7%,1%,0.4%,-1,1%,-1%,4%
COc1ccccc1CNC(=O)C(NC(=O)c1ccc(C)cc1)C(C)C (stereo not drawn),-9%,1,-1%,-1%,-0.6%,-7,-1%,-3%,6%[57.1 µM]
CCOC(=O)c1nc(Nc2ccc(C(=O)OC(C)C)cc2)c2ccccc2n1,u,-2,x,x,5.9%,2&-3,x,x,11%
COc1cc(NC(=O)Cn2nnnc2-c2ccccc2F)cc(OC)c1OC,-6%,-2,0%,-16%,6.4%,-7,-1%,-4%,-1%
O=C(Nc1ccc(-n2cnnn2)cc1)C1CCCN1C(=O)NC1CCCCC1 (stereo not drawn),-15%,4,2%,7%,0.8%,-2,-1%,-3%,-1%
Cn1nc(CC(=O)NCc2ccc(C(F)(F)F)cc2)c2ccccc2c1=O,-7%,-4,-5%,1%,3.8%,-16,2%,-6%,2%
COc1ccc(C(C(=O)NC2CCCCC2)N(Cc2cccs2)C(=O)Cc2c[nH]c3ccccc23)cc1 (stereo not drawn),-20%,2,3%,1%,-0.7%,1,0%,-6%,-4%[57.1 µM]
COc1cccc(Sc2ccccc2/C=N/NC(N)=O)c1,-24%,0,6%,0%,0.8%,-2,u,-4%,3%
O=C(/C=C/[C@H]1O[C@@H](n2ccc(=O)[nH]c2=O)[C@H](O)[C@@H]1O)NCc1ccco1,x,-1,x,x,x,-9,-2%,-5%,x

# 3 structures from above, arranged by molecular weight, largest number first.
SMILES,USP1 inh,PI4K2A block,Vif-APOBEC3F blk,IDH1 R132H inh,RXFP1 agonist,LDHA block,Vif-A3G inh,Glioma ERSR ind,TrxR1 substrate
COc1ccc(C(C(=O)NC2CCCCC2)N(Cc2cccs2)C(=O)Cc2c[nH]c3ccccc23)cc1 (stereo not drawn),-20%,2,3%,1%,-0.7%,1,0%,-6%,-4%[57.1 µM]
COc1cccc(NC(=S)N2CCC(NC(=O)C3CCCCC3)CC2)c1,1%,-2,-5%,7%,-0.7%,0,-1%,-6%,1%[57.1 µM]
COc1cccc(Sc2ccccc2/C=N/NC(N)=O)c1,-24%,0,6%,0%,0.8%,-2,u,-4%,3%
